MT stabilizer: microtubule stabilizers in HeLa cells, primary screen, imaging, high-content imaging | 0.83% of 200,000 active | % tubulin-high responders, % at 10 µM | HeLa tubulin immunostaining HCS, 24 h; share of cells brighter than vehicle mean+2SD;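 active = plate Z-score above 3 for both tubulin-high and condensed-nucleus cell shares, with cell loss under 80%, at 10 µM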;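 also: anti alpha tubulin signal scored within the nucleus-defined area of each cell; some results filed as inactive read as strong as hits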
Dynein transport: inhibitors of GR-EGFP nuclear translocation, primary screen, dynein cargo transport inhibitor project, imaging, high-content, 3617.4 mouse cells; test concentration mostly 20 µM; stimulated with dexamethasone, 1 µM; active compounds read low; z-score, hits read low; 0.47% of 220,000 active;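 active = plate z-score of nuclear minus cytoplasmic receptor signal below a set negative limit, without overly bright fluorescence or cell loss, cut at about -3.5 in these data, passing the limit was not always enough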;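 also: z-score of nuclear minus cytoplasmic ring GR-EGFP intensity difference per well; some compounds called inactive have numbers as strong as hits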
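Also added – dexamethasone, 1.0 µM final · Buffer or medium – tet-free, stripped-serum medium · Schedule – induction 48 h, compound 1 h, agonist 30 min · Detection – formaldehyde fixation, Hoechst nuclear stain, 10x automated fluorescence imaging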
Autophagy mod: autophagy modulators in MEF cells, primary screen, imaging, high-content, MEF GFP-LC3 | MEF GFP-LC3 puncta imaging; test concentration mostly 10 µM | calls only at 10 µM (by protocol) | 0.98% of 190,000 active;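 active = percentage of spot-positive cells more than 3 SD above its plate mean, without a fluorescence outlier flag or 80% toxicity; inconclusive = no clear call, values can overlap the other calls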;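 also: spot-positive cell cutoff set from DMSO-treated cells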
Insulin prom up: insulin promoter activators in MIN6 cells, imaging, high-content screening, mouse beta cells; MIN6 insulin promoter-GFP reporter; active compounds read high; z-score at 5 µM; 0.3% of 190,000 active;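 active = z-score above 3 at 5 µM with at least 500 cells counted in the well; inconclusive = wells under 500 cells, flagged as cytotoxic or low count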
bCat nuc transl: modulators of beta-catenin nuclear translocation, primary screen, imaging, HeLa cells, immunofluorescence, high-content. 0.3% of 190,000 active. nuclear translocation activity, % at 5 µM. AID 1665, 2009;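 active = nuclear translocation activity above 50% at 5 µM, with a well cell count of 50 or more; inconclusive = wells under 50 cells across six images, flagged as toxic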;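 also: per-cell ratio of nuclear to cytoplasmic median beta-catenin stain intensity; plate controls were DMSO negative control for no effect and GSK-3 inhibitor IX positive control for full effect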
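Technique: fluorescence imaging of beta-catenin antibody stain plus DAPI / Material: human HeLa cell line / Incubation: compound treatment 24 h, 37°C, 5% CO2 / Read-out basis: % activation of per-cell nuclear versus cytoplasmic median beta-catenin signal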
Yfh1-depleted yeast: enhancers of respiration in Yfh1-depleted yeast, dose response, Friedreich's ataxia, plus single-dose screen (AID 1465); S. cerevisiae Yfh1-off respiration, WST-1 reduction, 72 h; higher fold induction means a stronger effect; 0.074% of 220,000 active; fold induction at 50 µM; hits with a dose series show EC50 in µM;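 active = fold induction of absorbance versus untreated yeast above a set limit, then at least 30% activation at any dose in follow-up; inconclusive = repeats straddling the limit, or above it without dose testing; inactive = fold induction below the set limit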;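 also: activators that raise dye reduction in frataxin-depleted yeast; strong numbers were not always called active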
M17LAP inhibition: P. falciparum M17LAP inhibitors, primary screen, biochemical, fluorogenic H-Leu-NHMec substrate, 1536-well (AID 1619); Leucine aminopeptidase (Plasmodium falciparum (isolate 3D7)); recombinant M17LAP, H-Leu-NHMec fluorogenic kinetic assay; higher % means a stronger effect; one-dose inhibition, % at 30 µM; IC50 in µM for titrated hits; 0.38% of 220,000 active;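 active = compound inhibiting the enzyme by more than half at any dose during confirmatory dose-response retesting; inconclusive = strong single-dose inhibitors picked by rank but not retested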;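 also: plate controls were full reaction with DMSO carrier for no effect and no enzyme background for full effect; strong numbers were not always called active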
HEK293 NOD2/NF-kB: NOD2 signaling inhibitors, cell-based, luminescence, uHTS, HEK293 (AID 1566); HEK293 NOD2/NF-kB luciferase reporter, luminescence; higher % means a stronger effect; one-dose inhibition, % at 4 µM; EC50 in µM for titrated hits; 0.63% of 290,000 active; in the data active = inhibition above about 50%; also: many of its hits are not listed in these tables
NOD1 inhibition: NOD1 signaling inhibitors, primary screen, cell-based, luminescence, uHTS (AID 1578); NOD1-driven NF-kB luciferase reporter cells, luminescence; higher % means a stronger effect; inhibition, % at 4 µM; hits with a dose series show EC50 in µM; 1% of 290,000 active; in the data active = inhibition mostly above about 36%, no sharp cut-off; inactive = mostly below about 34%;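 also: HEK-293T reporter cells stimulated with the NOD1 agonist gamma-tri-DAP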
Dynein transport cytoplasmic EGFP: second read-out of Dynein transport, no call of its own (marks repeat the call); z-score; measured here: cytoplasmic GR-EGFP intensity; active compounds read high
Dynein transport nuclear GR-EGFP: second read-out of Dynein transport, no call of its own (marks repeat the call); z-score; measured here: nuclear GR-EGFP intensity;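 lower value marks the stronger effect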
Dynein transport cell count: further read-out of Dynein transport, marked with its call; z-score; measured here: cell count per field
Insulin prom up cell count: recorded beside Insulin prom up, whose call it bears; cell count; measured here: cytotoxicity, nuclei count;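 total cells summed across four imaged fields per well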
bCat nuc transl cell count 5 µM: further read-out of bCat nuc transl, marked with its call; cell count; measured here: cell count, cytotoxicity flag
MT stabilizer Hoechst-high %: second read-out of MT stabilizer, no call of its own (marks repeat the call); % Hoechst-high responders; measured here: nuclear condensation Hoechst responders;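 share of cells brighter than vehicle mean plus two SD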
MT stabilizer cytotoxicity %: further read-out of MT stabilizer, marked with its call; toxicity, %; measured here: cytotoxicity by cell density;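 0% = mean cell density of plate MIN control wells and 100% = no cells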
Autophagy mod cell loss 18 h: second read-out of Autophagy mod, no call of its own (marks repeat the call); toxicity, %; measured here: cell loss, nuclei count;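 cell loss after 18 h compound exposure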
An asterisk follows results filed as active; i = inactive; ? = inconclusive; nt = not tested or not shown; + = active, no number. Only part of the results is shown, so the mix of outcomes need not match the whole.

SMILES	MT stabilizer	MT stabilizer Hoechst-high %	MT stabilizer cytotoxicity %	Dynein transport	Dynein transport cytoplasmic EGFP	Dynein transport nuclear GR-EGFP	Dynein transport cell count	Autophagy mod	Autophagy mod cell loss 18 h	Insulin prom up	Insulin prom up cell count	bCat nuc transl	bCat nuc transl cell count 5 µM	Yfh1-depleted yeast	M17LAP inhibition	HEK293 NOD2/NF-kB	NOD1 inhibition
O=S(=O)(Nc1ncccn1)c1ccc(NC(=S)NCc2ccco2)cc1	0.8	1.1	4.1	-0.064	-0.287	-0.299	0.628	i	1.3	1.2	1204	-1.5	1113	i	1.2%	11.9%	28.0%
Cc1ccccc1OCC(=O)N/N=C/c1ccncc1	2.1	2.8	4.5	-0.658	-0.303	-0.469	0.502	i	10.5	0.18	1167	0.3	835	i	0.5%	-11.5%	26.4%
CN(C(=S)NC(=O)Cc1ccccc1)c1ccccc1	2.8	3.3	6.7	-1.04	-0.205	-0.91	1.18	i	-9.2	-0.73	1447	0.1	1538	i	3.2%	-8.4%	-27.4%
O=C(COc1ccccc1C(=O)c1cnn(-c2ccccc2)c1)Nc1ccc2ccccc2c1	7.7	1.3	8.9	0.0879	-0.097	-0.094	-0.712	i	-5.3	-0.39	1188	-2.0	1122	i	-1.9%	-54.3%	-34.4%
COc1ccccc1NC(=O)CSc1nc2ncccc2[nH]1	1.2	1.5	4.7	-0.59	-0.215	-0.412	0.637	i	-4.8	0.35	1214	-3.9	1209	i	4.0%	0.2%	-0.8%
O=C(NNC(=S)NCc1ccco1)C(c1ccccc1)c1ccccc1	1.1	2.1	3.3	0.347	-0.293	0.996	-0.217	i	0.1	0.99	1633	0.5	1035	i	0.5%	-9.2%	-4.3%
O=C(N/N=C/c1cccc(OCc2ccccc2)c1)c1ccc(Br)cc1	4.6	3.9	3.1	-0.744	-0.162	-0.616	0.227	i	-3.5	1.76	1550	-3.5	1014	i	-5.9%	-68.6%	1.5%
CCCCCCn1c(C)nc2c(c1=O)c1nc3ccccc3nc1n2/N=C/c1ccco1	1.6	1.9	8.5	-0.603	-0.221	-0.109	0.474	i	-2.9	0.66	758	0.0	1095	i	2.1%	6.9%	3.6%
N#Cc1ccccc1OCCOCCNC1CCCC1	2.4	2.5	0.5	-0.265	0.0316	-0.411	-0.252	i	6.6	nt	nt	-0.6	961	i	-2.6%	0.4%	-24.6%
Clc1ccc(Cl)c(-c2nn3c(Cn4cnc5ccccc54)nnc3s2)c1	1.8	1.1	4.6	-0.956	0.137	-0.485	0.419	i	-1.8	nt	nt	nt	nt	i	nt	nt	nt
Cc1cc(C)nc(NC(=O)c2cccc([N+](=O)[O-])c2C)n1	1.7	1.9	8.2	-1.11	-0.162	-0.0715	0.614	i	4.1	-0.5	1183	2.4	1386	i	-0.8%	-0.1%	nt
CCOc1ccccc1NC(=O)C1C2CCC3C(CCC21)C3(Cl)Cl (stereo not given)	2.4	1.2	5.0	-0.213	0.276	0.167	0.0176	i	-18.5	-0.57	1568	-3.9	1107	i	4.8%	0.7%	-13.6%
COc1cccc(C(=O)NNC2=CC(=O)CC(C)(C)C2)c1	2.3	2.2	5.7	0.297	-0.206	0.507	-0.449	i	-19.0	-0.51	1517	0.1	1313	i	7.2%	20.2%	-19.1%
CCOc1ccc(NC(=O)N2CCC(n3nnc4cc(C)ccc43)CC2)cc1	3.0	1.6	7.5	-0.644	-0.238	-0.566	0.127	i	-2.8	-0.44	1873	-1.8	1071	i	3.1%	-1.0%	-16.3%
COc1ccccc1NC(=O)CN1C(=O)C2(OCCCO2)c2ccccc21	4.1	1.9	9.0	-0.904	-0.167	-0.0192	-0.0942	i	7.4	-0.78	1302	-0.3	1074	i	10.8%	1.7%	-17.6%
CCCOc1ccc2oc(=O)c3c(c2c1)CCCN3C(=O)CN1CCN(C(=O)c2ccco2)CC1	2.8	1.3	8.0	1.83	-0.192	1.22	0.0805	i	-3.3	0.64	1175	-1.8	1211	nt	-5.2%	12.9%	-24.6%
O=C(CCSc1nnc(-c2ccccc2)o1)N1CCOCC1	1.9	1.5	9.9	0.695	-0.231	0.662	-1.19	i	-9.4	?	nt	nt	nt	i	12.4%	10.7%	-5.1%
O=c1c2cnn(-c3ccccc3)c2ncn1Cc1cccc(Cl)c1	3.9	2.0	5.5	-1.71	-0.171	-0.722	0.838	i	8.6	0.59	1776	1.2	1073	i	-6.2%	1.2%	-12.4%
O=C(O)c1ccc(NC2=C(N3CCOCC3)C(=O)c3ccccc3C2=O)cc1	2.0	2.1	10.0	0.706	-0.218	0.43	-0.703	i	2.6	0.43	1486	-1.6	1093	i	12.9%	2.0%	3.4%
COc1cccc(NC(=O)COc2ccc3c(c2)CCC3)c1	3.5	1.1	11.9	0.218	-0.109	0.0203	-0.513	i	21.1	-1.11	1442	-3.4	1131	i	21.4%	-43.1%	-48.7%
CC(C)(Oc1ccc(Cl)cc1)C(=O)OCC(=O)Nc1ncc(Cl)cc1Cl	2.6	1.9	9.9	-0.649	-0.226	-0.566	0.273	i	6.8	0.02	1650	0.4	1314	i	7.1%	10.6%	5.2%
CCOc1ccc(S(=O)(=O)NCCC(=O)NCc2ccco2)cc1	1.3	0.7	5.6	0.198	-0.174	0.522	0.951	i	-10.5	-0.16	1305	4.7	1194	i	-6.7%	4.5%	-13.0%
CCC1CCCCN1C(=O)CSc1nnc(CNC(=O)c2cc(OC)c(OC)c(OC)c2)o1 (stereo not given)	1.3	1.3	8.6	2.99	0.179	2.21	-2.36	i	-11.7	0.23	772	-8.0	1194	i	12.1%	3.4%	19.2%
Cc1ccc(SCc2cc(=O)[nH]c(N3CCOCC3)n2)cc1	3.4	1.4	0.9	-0.884	-0.321	-0.786	1.33	i	6.3	0.19	1357	-7.1	994	i	-6.9%	1.5%	-15.1%
O=C(Nc1ccc(N2CCOCC2)cc1)C1CC1	3.2	2.0	5.2	-0.246	0.59	0.0725	1.7	i	-2.2	-0.12	1252	nt	nt	i	13.2%	3.3%	-18.2%
CCCc1cc(=O)[nH]c(SCC(=O)N(C)CC(=O)Nc2ccccc2CC)n1	2.9	1.7	6.1	0.0975	-0.113	0.231	-0.381	i	2.2	-0.19	985	-0.8	1130	i	42.6%	16.3%	-19.2%
C=C1SC(Nc2c(C)cc(C)cc2C)=NC12CCCCC2	nt	nt	nt	-0.643	-0.231	-0.51	0.479	nt	nt	-1.39	1098	-0.9	1263	i	-0.6%	-4.6%	-7.7%
COc1ccc(/C=N/NC(=S)NCC2CCCO2)cc1 (stereo not given)	nt	nt	nt	0.265	-0.259	0.676	-0.445	nt	nt	-0.21	981	-2.0	1374	i	6.1%	6.8%	-1.1%
Cc1ccc(C(=O)/C=C/Nc2ccccc2C(N)=O)cc1	2.1	1.4	4.2	-0.334	-0.149	0.121	-0.312	i	0.2	0.18	1378	-1.3	1402	i	-3.1%	-201.1%	12.0%
O=C(/C=C/c1ccc(Cl)cc1Cl)NCCSCc1ccccc1	1.5	3.0	13.4	0.16	-0.31	-0.225	0.22	i	5.6	nt	nt	0.1	955	i	-11.7%	-8.2%	14.7%
COc1cc2cc(C)c(SCC(=O)N3CCN(C(=O)c4ccco4)CC3)nc2cc1OC	nt	nt	nt	1.68	-0.12	1.7	-2.48	nt	nt	0.2	961	-0.3	1278	i	-5.3%	21.2%	4.5%
CCOC(=O)CNC(=O)CSc1nc2cccnc2n1C	1.0	2.4	8.7	0.922	-0.202	0.673	0.0223	+	5.3*	-0.74	1422	-8.1	1003	i	7.3%	16.2%	4.7%
CCCc1nc2ccc(NC(=O)c3cccs3)cc2c(=O)n1Cc1ccccc1Cl	2.4	2.1	8.6	-0.629	-0.254	-0.434	0.629	i	11.1	0.99	1233	-0.6	1090	i	-1.5%	29.9%	-18.8%
Cc1ccc(C)c(N(CC(=O)N/N=C/c2ccc(-c3ccc([N+](=O)[O-])cc3)o2)S(=O)(=O)c2ccccc2)c1	2.3	1.7	11.1	0.563	1.35	0.324	-0.17	+	1.3*	-1.02	1287	1.7	736	i	5.9%	-35.5%	-15.6%
CC1CCCCC1NC(=O)c1cc2c(s1)CS(=O)(=O)C2 (stereo not given)	1.9	2.7	10.6	-0.576	-0.21	0.0727	0.907	i	2.4	-0.66	1244	-0.4	1136	i	-8.3%	6.6%	-19.4%
COc1cc(/C=N/n2c(C)nnc2C)cc(OC)c1OC	1.6	2.8	7.8	-0.206	-0.208	-0.0975	0.522	i	1.5	-0.34	909	nt	nt	i	-1.1%	10.5%	-4.2%
O=C(CCCN1C(=O)/C(=C/c2ccco2)SC1=S)Nc1cccc(C(=O)O)c1	nt	nt	nt	-0.0272	-0.258	-0.0458	0.784	nt	nt	-0.17	1322	-0.5	1300	i	16.1%	-17.7%	0.5%

High-throughput results from PubChem.
